# Assay outcomes (PubChem)
# Epigenetic reg: derepresses silenced GFP reporter in murine cells; actives 0.2% (n = 280,000); Potency, µM (series often up to 53.9 µM), for inactives: at the highest dose GFP activation, hits mostly activators; murine LDR cells, GFP reporter derepression, 30 h; further: potency means the concentration at half of the fitted maximal effect; % of control where 0% means no effect; nearly all actives have a fitted effect of over 60% in size
#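 Murine LDR cells carrying a silenced, genomically integrated CMV-driven GFP reporter were exposed to compound for 30 hours at 37 C. After PBS washes, GFP-positive cells (20–120 um objects) were counted by laser-scanning microplate cytometry.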
# NPSR antag: antagonists of human neuropeptide S receptor cAMP signaling; Q6W5P4; CHO-NPSR cells, cAMP TR-FRET, antagonist mode; Potency, µM (doses to about 38.3 µM), inactives show at the top dose activity change, negative = inhibition, most hits filed as inhibitors; actives 1% (n = 220,000); further: potency means the concentration at half of the fitted maximal effect; on the % scale 0 is the no-effect control and ±100 the full control effect; nearly all actives have a fitted effect of over 50% in size; many of its hits are not listed in these tables
# Target sequence (Q6W5P4 whole entry, looked up): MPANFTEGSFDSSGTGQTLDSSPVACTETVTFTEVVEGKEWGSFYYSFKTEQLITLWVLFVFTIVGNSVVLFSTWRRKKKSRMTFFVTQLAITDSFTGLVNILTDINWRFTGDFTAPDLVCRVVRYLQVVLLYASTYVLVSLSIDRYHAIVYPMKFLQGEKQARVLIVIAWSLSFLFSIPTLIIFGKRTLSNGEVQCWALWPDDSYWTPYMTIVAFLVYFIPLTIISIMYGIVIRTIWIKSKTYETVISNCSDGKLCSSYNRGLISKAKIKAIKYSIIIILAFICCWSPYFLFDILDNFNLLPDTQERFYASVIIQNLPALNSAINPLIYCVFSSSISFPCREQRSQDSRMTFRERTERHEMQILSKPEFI
# CBFb RUNX1 block: CBF-beta/RUNX1 interaction disruption. AlphaScreen CBFb-His/RUNX1-biotin binding, biochemical. Potency, µM (titrated, usually from 59.8 µM), for the others: top-dose activity, negative = inhibition, most hits filed as inhibitors. 230,000 tested, under 10 active. AID 1477; further: % of control where 0% means no effect
# Target sequence (Q01196 whole entry, looked up): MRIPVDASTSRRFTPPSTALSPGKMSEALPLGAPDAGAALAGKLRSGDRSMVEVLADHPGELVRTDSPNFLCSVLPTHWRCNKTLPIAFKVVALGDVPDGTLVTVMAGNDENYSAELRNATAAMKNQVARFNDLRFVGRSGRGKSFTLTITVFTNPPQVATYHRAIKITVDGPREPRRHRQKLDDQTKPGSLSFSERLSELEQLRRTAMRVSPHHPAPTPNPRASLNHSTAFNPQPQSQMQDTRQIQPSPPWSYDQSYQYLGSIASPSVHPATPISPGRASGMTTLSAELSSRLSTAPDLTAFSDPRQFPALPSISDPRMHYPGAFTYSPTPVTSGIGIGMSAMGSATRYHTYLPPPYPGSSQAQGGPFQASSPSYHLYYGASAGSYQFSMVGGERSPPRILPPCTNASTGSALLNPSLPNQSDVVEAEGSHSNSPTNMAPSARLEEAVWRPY
# Target sequence (Q13951 whole entry, looked up): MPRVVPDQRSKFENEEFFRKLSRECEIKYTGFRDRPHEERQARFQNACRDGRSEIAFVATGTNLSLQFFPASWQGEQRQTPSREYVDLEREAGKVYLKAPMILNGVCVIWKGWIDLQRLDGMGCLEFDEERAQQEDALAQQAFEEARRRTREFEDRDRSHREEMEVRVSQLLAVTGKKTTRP
#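 Bead-based AlphaScreen assay; binding partners His-tagged CBF-beta and biotinylated RUNX1 at 30 nM each. Compound exposure 15 min after a 20-min protein preincubation; bead step 90 min; all steps at room temperature.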
# HTT aggregate: inhibitors of mutant huntingtin aggregate formation in PC12 cells; PC12 HttQ103-GFP aggregates, Acumen cytometry, 40 h; Potency, µM (highest dose often 46.1 µM), for the others: at the top dose activity change, negative = inhibition, usual class: inhibitors; actives 1.1% (n = 220,000); AID 1688; further: potency means the concentration at half of the fitted maximal effect; on the % scale 0 is the no-effect control and ±100 the full control effect; nearly all actives have a fitted effect of over 60% in size
#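 Aggregates are detected as GFP objects 1–25 µm with signal 6 STDEV over background in lysates of induced PC12 cells. These carry Huntingtin exon 1 with 103 glutamines fused to GFP under an ecdysone promoter; compounds titrated.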
# KinaseGlo FLuc: counter-screen: inhibitors of Kinase-Glo firefly luciferase; Q27757; Kinase-Glo luciferase, ATP luminescence, 8 min; Potency, µM (titrated, usually from 38.3 µM), for the others: at the top dose activity change, negative = inhibition, actives largely listed as inhibitors; actives 0.28% (n = 200,000); further: potency means the concentration at half of the fitted maximal effect; on the % scale 0 is the no-effect control and ±100 the full control effect; nearly all actives have a fitted effect of over 60% in size
#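 Substrate mix (final 50 mM imidazole pH 7.2, 50 mM KCl, 7 mM MgCl2, 10 uM ATP, 0.01% Tween 20, 0.05% BSA) plus pin-tool compound, then Kinase-Glo detection mix; 8 min ambient, luminescence read.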
# IMPase Li cell: membrane-permeable IMPase blocker, potentiated with lithium. AID 1457. Potency, µM (titrated, usually from 59.4 µM), inactives show top-dose activity, negative = IMPase inhibition, hits mostly inhibitors. CHO-M1 cells, IP1 TR-FRET (IP-One), carbachol + lithium. actives 0.35% (n = 210,000);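 further: IP1 builds up when IMPase is blocked and the TR-FRET signal falls; potency means the concentration at half of the fitted maximal effect; plate controls were basal vehicle for no effect and high inhibitor control for full effect; nearly all actives have a fitted effect of over 50% in size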
#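 Lithium-sensitised IP1 accumulation assay; M1-expressing CHO cells treated 30 min at 37C with compound. Competitive antibody detection by time-resolved FRET followed a 10 min room-temperature lysis step.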
# L3MBTL1 inh: inhibitors of human L3MBTL1; Q9Y468; AlphaScreen L3MBTL1–H3K9me1 peptide binding; Potency, µM (doses to about 57.1 µM), inactives show at the top dose activity, negative = inhibition, actives largely listed as inhibitors; actives 0.66% (n = 230,000); AID 485360; further: potency means the concentration at half of the fitted maximal effect; on the % scale 0 is the no-effect control and ±100 the full control effect; nearly all actives have a fitted effect of over 60% in size
#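 Displacement of a biotinylated histone H3(1-15) peptide monomethylated at Lys9 (75 nM) from L3MBTL1 (50 nM) was measured by AlphaScreen after a 30 min room-temperature compound incubation; cefsulodin titration served as intraplate control.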
# * marks the source's active call; other numbers are inactive results; u = inconclusive; x = no result given; [ ] = dose if it differs, or a comment. The call rests on the fitted dose curve; in most records, active means well fitted curve in the direction sought with a large enough effect; inconclusive means small, poorly fitted or top-dose-only effect, or another doubt; inactive means no such curve, though single readings can be large; an effect the other way counts as inactive or inconclusive. Some of the compounds tested; the hit share may differ from the screen's.
SMILES,Epigenetic reg,NPSR antag,CBFb RUNX1 block,HTT aggregate,KinaseGlo FLuc,IMPase Li cell,L3MBTL1 inh
COc1cc(/C=N/NC(=O)c2ccc(-c3ccccc3)cc2)cc(OC)c1OC,-4.8%,-23%,4%,9%,0%,-6%,4%
COc1ccc(C2N(c3ccccc3)C(=S)N3CCCN23)cc1 (configuration not stated),-0.9%,16%,-1%,16%,1%,5%,-11%
Cc1ccc2nc(NC(=O)Cn3cc4c(n3)CCCCC4)sc2c1,-0.8%,-16%[46.1 µM],5%,-24%,0%,18%[38.3 µM],-9%
CCOC(=O)c1ccc(-n2nc(C)cc2C)cc1,1.2%,-16%,7%,-3%[9.22 µM],x,x,1%
COc1ccc(/C=C/C(=O)CC(=O)/C=C/c2cccc(O)c2OC)cc1O,13µM*,x,u,x,x,14%,x
Cc1ccc(NC(=O)CCOc2ccccc2C)cc1F,-5.7%,12%,22%,17%[9.22 µM],-1%,1%,14%
Nc1ccccc1SCC(=O)N1CCc2ccccc21,-1.0%,-10%[46.1 µM],3%,-5%,-2%,21%[38.3 µM],x
Cc1ccc(-c2nnc(SCC(=O)N/N=C/c3ccc(C)s3)n2-c2ccc(C)cc2)cc1,-1.0%,-51%,-4%,-24%,5%,10%,10%
CC1(C)Cc2cccc(OCC(=O)Nc3cc(C(F)(F)F)ccc3N3CCOCC3)c2O1,-1.5%,-14%[46.1 µM],-21%,2%,-4%,16%[38.3 µM],x
O=c1c2ccccc2nc(-c2ccccc2)n1Cc1ccccc1,-1.9%,-22%,6%,9%,-2%,6%,6%

# Full records as entered above. Screens in order: Epigenetic reg, NPSR antag, CBFb RUNX1 block, HTT aggregate, KinaseGlo FLuc, IMPase Li cell, L3MBTL1 inh
# `O=c1c2ccccc2nc(-c2ccccc2)n1Cc1ccccc1` is entered as -1.9%, -22%, 6%, 9%, -2%, 6%, 6%
# `Nc1ccccc1SCC(=O)N1CCc2ccccc21` is entered as -1.0%, -10%[46.1 µM], 3%, -5%, -2%, 21%[38.3 µM], x

# (more compounds)
SMILES,Epigenetic reg,NPSR antag,CBFb RUNX1 block,HTT aggregate,KinaseGlo FLuc,IMPase Li cell,L3MBTL1 inh
CCOC(=O)c1oc2ccccc2c1NC(=O)c1ccc(S(=O)(=O)N2CCCC2)cc1,0.0%,-29%[46.1 µM],1%,-4%,-2%,16%[38.3 µM],8%
O=C1CC2CS(=O)(=O)CC2N1c1ccc(Oc2ccccc2)cc1 (configuration not stated),-1.1%,-4%[46.1 µM],u,-6%,-3%,-4%[38.3 µM],-3%
CC(C)(C)C(=O)Nc1ccc(-c2cn3ccsc3n2)cc1,-1.2%,-16%[46.1 µM],5%,12%,u,-11%[38.3 µM],-4%
O=C(Nc1ccc(N2C(=O)C3C4C=CC(C4)C3C2=O)cc1Cl)c1cccs1 (configuration not stated),6.6%,0%,23%,28%,2%,4%,1%
COc1ccc(/C=N/OCC(=O)N2CCCC2)c(OC)c1,-0.4%,0%,1%,-1%,5%,0%,2%
CCn1cc(C(C)NC(=O)Nc2ccc3c(c2)OCO3)c(C)n1 (configuration not stated),2.4%,17%,4%,6%,-2%,8%,-11%[11.4 µM]
O=C(Nc1sc2c(c1C(=O)O)CCC2)c1ccco1,0.0%,-14%[46.1 µM],2%,13%,-20%,-23%[38.3 µM],x
CCCCn1nc2cc(C(=O)NCc3cc(C(F)(F)F)cc(C(F)(F)F)c3)ccc2c1OC,0.2%,u,-2%,-26%,3%,16%[38.3 µM],-8%
COc1ccc(C(=O)NN2C(=O)C3CCC(C)(C2=O)C3(C)C)cc1 (configuration not stated),-0.9%,7%[46.1 µM],-1%,8%,0%,3%[38.3 µM],13%
COc1ccc2c(c1O)Cc1ccccc1C2=O,-5.5%,-7%,14%,-7%,-6%,4%,-9%
COc1ccc(OC)c(CN2CCN(C(=O)c3cccc4ccccc34)CC2)c1,1.9%,-20%[46.1 µM],6%,7%,1%,2%[38.3 µM],-5%
COc1ccccc1C1CC(c2ccc(Cl)cc2)Nc2ncnn21 (configuration not stated),0.0%,-14%[46.1 µM],4%,18%,-4%,35%[activator][38.3 µM],-9%
CN(C)c1cccc(C(=O)Nc2cccc(F)c2)c1,-9.5%,-6%[46.1 µM],-4%,7%,-5%,23%[38.3 µM],-3%
O=c1cc2oc3cc(O)c(O)cc3c(-c3ccccc3O)c-2cc1O,-1.4%,11%[7.67 µM],x,-19%[9.22 µM],x,x,0.79µM*
Cc1cccc(NC(=O)Cn2cc([N+](=O)[O-])cn2)n1,2.4%,6%,-2%,1%,10%,-4%,x
COc1c(C(=O)NNC(=O)c2ccccc2)csc1Br,3.8%,-7%,0%,3%[9.22 µM],x,x,-1%
O=c1c2ccccc2nc(SCc2nnc(-c3ccccc3Br)o2)n1Cc1ccco1,-0.4%,u,-7%,-29%,-3%,-2%[38.3 µM],-4%
COc1ccc(-n2nc(C(=O)NCC(=O)NCc3ccco3)c3ccccc3c2=O)c(OC)c1,2.1%,-7%[46.1 µM],-6%,11%,0%,21%[38.3 µM],x
Cc1ccc(-n2nc3c(c2NC(=O)c2c(-c4ccccc4Cl)noc2C)CS(=O)(=O)C3)c(C)c1,-1.1%,-21%[46.1 µM],-1%,u,3%,12%,0%
CCC(CCC(C)C1CCC2C3CCC4CC(O)CC[C@@]4(C)C3CC[C@@]12C)C(C)C (some centres not stated),0.4%,x,x,x,0%,2%,x
CN(Cc1ccccc1)C(=O)Cn1c(=O)oc2cc(S(=O)(=O)NCc3ccccc3)ccc21,2.0%,-26%[46.1 µM],-1%,-27%,7%,23%[38.3 µM],x
CCCn1c2c(c(O)c(C(=O)Nc3ccc(OC)cc3)c1=O)CCCC2,-0.5%,-13%[46.1 µM],0%,-11%,-2%,-5%[38.3 µM],-3%
CCN(CC)C(=O)C(=O)Nc1ccc(OC)c(Cl)c1,1.9%,13%,6%,2%,1%,3%,7%
CCNC(=O)c1sccc1-n1cccc1,-2.4%,9%[46.1 µM],-2%,1%,-3%,5%[38.3 µM],x
CCOC(=O)C1=C2c3cc(OC)c(OC)cc3CC(C)(C)N2C(=O)C1=O,0.0%,22%,6%,18%,-1%,-4%,6%
O=S(=O)(Nc1ccc(S(=O)(=O)N2CCCCC2)cc1)c1ccc(Br)s1,-2.1%,-5%[46.1 µM],5%,u,2%,23%[38.3 µM],2%[11.4 µM]
CCOC(=O)c1cnc2ccc(OCC)cc2c1N1CCN(C)CC1,4.1%,-24%[46.1 µM],2%,-5%,x,x,-17%
Cc1[nH]nc2c1C(c1c[nH]c3ccccc13)C(C#N)=C(N)O2 (configuration not stated),-2.7%,-21%,1%,12%[9.22 µM],x,x,x
COc1ccc(OC)c2c1sc(=NC(=O)c1cccc(N3C(=O)CCC3=O)c1)n2C,1.5%,u,5%,-18%,5%,u,3%
Cc1c(NC(=O)N2CCCCCC2)c(=O)n(-c2ccccc2)n1C,0.7%,0%[46.1 µM],-2%,1%,0%,-2%[38.3 µM],6%
Cc1cc(C(=O)OCC(=O)N2c3ccccc3NC(=O)C2(C)C)c(C)n1-c1ccccc1,0.0%,-28%,-18%,7%,-2%,7%,-13%
O=C(Cn1cc(C(F)(F)F)cc(Cl)c1=O)Nc1cc(Cl)cc(Cl)c1,-0.4%,-17%,4%,26%,-3%,0%,3%
COc1ccc(OCC(=O)N2CCc3c([nH]c4ccccc34)C2c2ccccn2)cc1 (configuration not stated),-1.7%,36%,-21%,7%,3%,18%,-22%
Cc1ccc(-n2c(C)cc(C(=O)COC(=O)c3ccc[nH]c3=O)c2C)cc1,3.0%,-5%,0%,6%,-5%,-3%,4%
NS(=O)(=O)c1cccc(NS(=O)(=O)c2ccc(/C=C/C(=O)OCC(=O)c3ccc(Br)cc3)cc2)c1,-0.9%,-27%,-13%,-5%[9.22 µM],2%,3%,-12%
O=C(CSc1nnc(-c2cc3ccccc3cc2O)n1Cc1ccco1)N1CCc2ccccc2C1,-1.5%,-19%[46.1 µM],-21%,u,-1%,-2%[38.3 µM],x
COCCNC(=O)c1ccc2snnc2c1,0.7%,0%[46.1 µM],0%,-2%,0%,26%[38.3 µM],x
CN(C)c1c(N)[nH]c2c(c1=O)c(=O)n(C)c(=O)n2C,-0.9%,13%,6%,-1%,-4%,5%,7%
O=C(c1cccs1)N1CCN=C1SCc1ccccc1F,-1.6%,-19%,4%,32%,-1%,9%,19%
O=C(CN1CCOCC1)N1CCN(c2ccc3ccccc3n2)CC1,-0.2%,-9%,21%,7%[9.22 µM],x,-4%,11%

# Gathered by group, the entries above with a CF3 group
SMILES,Epigenetic reg,NPSR antag,CBFb RUNX1 block,HTT aggregate,KinaseGlo FLuc,IMPase Li cell,L3MBTL1 inh
CC1(C)Cc2cccc(OCC(=O)Nc3cc(C(F)(F)F)ccc3N3CCOCC3)c2O1,-1.5%,-14%[46.1 µM],-21%,2%,-4%,16%[38.3 µM],x
CCCCn1nc2cc(C(=O)NCc3cc(C(F)(F)F)cc(C(F)(F)F)c3)ccc2c1OC,0.2%,u,-2%,-26%,3%,16%[38.3 µM],-8%
O=C(Cn1cc(C(F)(F)F)cc(Cl)c1=O)Nc1cc(Cl)cc(Cl)c1,-0.4%,-17%,4%,26%,-3%,0%,3%

# Next section.
SMILES,Epigenetic reg,NPSR antag,CBFb RUNX1 block,HTT aggregate,KinaseGlo FLuc,IMPase Li cell,L3MBTL1 inh
CC(C)COP(=O)(c1ccc(N(C)C)cc1)C(O)c1cccnc1 (configuration not stated),-1.0%,-26%,4%,-4%[9.22 µM],x,x,6%
COc1ccc(CCNC2CC(=O)N(C)C2=O)cc1OC (configuration not stated),-4.6%,-12%[46.1 µM],-7%,9%,2%,19%[38.3 µM],x
N#C/C(=C1\CCCN1)c1ccc2ccccc2n1,-4.3%,0%[46.1 µM],-5%,5%,3%,4%[38.3 µM],9%
Nc1ccc(N2CCN(C(=O)c3ccco3)CC2)cc1,0.0%,-18%[46.1 µM],-17%,23%,-4%,25%[38.3 µM],-7%
COc1cccc(N/C=C/C(=O)c2ccc(Cl)cc2)c1,1.0%,-14%,26%,9%,-27%,5%,24%
CC(OC(=O)c1nsc(Cl)c1Cl)C(=O)NCc1ccco1 (configuration not stated),0.0%,-4%[46.1 µM],-2%,4%,-3%,1%[38.3 µM],5%
O=C(NCCCN1CCCC1=O)c1ccc2c(=O)n(-c3ccccc3F)c(=S)[nH]c2c1,2.3%,-10%,12%,-7%,0%,4%,1%
COc1ccc(OCC(=O)Nc2ccc3c(c2)nc(CN2CCCC2)n3C)cc1,0.0%,-7%[46.1 µM],-7%,1%,-3%,48%[38.3 µM],x
CC(=O)Nc1ccc(OC(=O)c2c(-c3ccccc3Cl)noc2C)cc1,2.4%,1%,2%,10%,-2%,11%,-2%
OC(c1ccc2c(c1)OCO2)c1nccc2ccccc12 (configuration not stated),0.9%,6%[7.67 µM],-1%,10%,-1%,3%[38.3 µM],1%
